Wee1 stabilizer: inhibitors of human Wee1 degradation | HeLa Luc-Wee1K328M stability, luciferase luminescence; 100% = proteasome inhibitor MG132 effect | reporter increase, % at 5 µM | 220,000 compounds, 1.2% hits | AID 1321;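 active = activation above the mean of all tested compounds plus 3 SD, set per screening run, cut at about 8.8% in these data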;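 also: cells exposed to compound for 20 h before luminescence read; 0% = DMSO alone and 100% = MG132 at 30 µM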
FXIa inh: factor XIa (human) inhibition. 220,000 compounds, 0.14% hits. inhibition, % at 5 µM. purified FXIa, Boc-Glu-Ala-Arg-AMC fluorogenic substrate. P03951;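 active = inhibition of at least 40%; inactive = inhibition below 40%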;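 also: fluorescence of freed AMC excited at 355 nm; 0% = enzyme without compound and 100% = no enzyme blank; many of its hits are not listed in these tables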
KLK5 inh: kallikrein 5 (human) inhibition. 210,000 compounds, 0.59% hits. Q9Y337. AID 873. recombinant hK5, fluorogenic AMC substrate cleavage. inhibition, % at 5 µM;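 active = inhibition of 40% or more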;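 also: 0% = enzyme controls without compound and 100% = no-enzyme blanks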
Target sequence (Q9Y337 67-293 limits assumed): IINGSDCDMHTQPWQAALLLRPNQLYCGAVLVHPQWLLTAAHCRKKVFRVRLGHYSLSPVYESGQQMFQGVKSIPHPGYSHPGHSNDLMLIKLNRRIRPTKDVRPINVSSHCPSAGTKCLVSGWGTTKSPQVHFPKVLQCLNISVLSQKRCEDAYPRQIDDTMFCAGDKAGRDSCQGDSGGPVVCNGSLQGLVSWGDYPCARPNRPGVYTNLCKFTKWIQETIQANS
FXIIa inh 1536: inhibitors of human coagulation factor XIIa; P00748; purified FXIIa, Boc-QGR-AMC fluorogenic substrate, 2 h; inhibition, % at 5 µM; 220,000 compounds, 0.3% hits; in the data active = inhibition above about 40%;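 also: 0% = enzyme with no compound and 100% = blank without enzyme; many of its hits are not listed in these tables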
thrombin 1536: blocks human thrombin protease activity. P00734. alpha-thrombin, Boc-VPR-AMC fluorogenic substrate cleavage. inhibition, % at 5 µM. 220,000 compounds, 0.26% hits;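 active = inhibition at or above 40%; inactive = inhibition below 40%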;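 also: 0% = enzyme with no compound and 100% = wells without enzyme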
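Assay system: human alpha-thrombin enzyme. Reagent: Boc-VPR-AMC substrate, 15 µM final. Compound dosing: one concentration per compound, 5 µM, with 0.2% DMSO. Incubation: room-temperature reaction. Technique: AMC fluorescence, 355/460 nm. Measure: % inhibition relative to enzyme controls and enzyme-free blanks.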
14-3-3 Bad inh: disrupts binding of bovine 14-3-3 zeta to phospho-Bad peptide; TR-FRET 14-3-3zeta/Dy647-pBad peptide displacement, 1 h; P63103; inhibition, % at 21.7 µM; 220,000 compounds, 0.71% hits; AID 781;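 active = inhibition above about 70%, limit read from the data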;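 also: 0% = full 14-3-3 plus peptide FRET controls and 100% = background without 14-3-3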
Target sequence (P63103 whole entry, looked up): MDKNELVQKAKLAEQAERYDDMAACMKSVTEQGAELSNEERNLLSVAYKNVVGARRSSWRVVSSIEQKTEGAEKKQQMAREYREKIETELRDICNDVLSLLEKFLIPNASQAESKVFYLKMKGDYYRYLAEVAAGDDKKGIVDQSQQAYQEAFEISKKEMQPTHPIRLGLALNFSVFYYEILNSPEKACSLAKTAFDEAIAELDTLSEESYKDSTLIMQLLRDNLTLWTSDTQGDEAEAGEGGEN
Runt-SMMHC FRET: inhibitors of human RUNX1 Runt domain binding to CBFb-SMMHC | inhibition, % at 20 µM | Q01196+Q13951 | 220,000 compounds, 0.74% hits | Cerulean-Runt/Venus-CBFb-SMMHC FRET ratio 530/480, 1 h | AID 1434;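 active = mean inhibition across duplicate retests at 20 µM reaching about 50%, limit read from the data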;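 also: 0% = DMSO wells and 100% = wells with excess untagged CBFb-SMMHC; inhibitors lower the FRET ratio by blocking Runt binding to CBFb-SMMHC; some results filed as inactive read as strong as hits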
Hck Nef HTS: blocks Nef-activated human Hck kinase | P08631 | inhibition, % at 20 µM | Recombinant Hck-YEEI plus Nef, Z-Lyte FRET kinase assay | 220,000 compounds, 0.68% hits;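 active = Hck-Nef kinase inhibition above about 50%, limit read from the data; inactive = inhibition below that limit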;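 also: 0% = DMSO with Hck plus Nef and 100% = Hck alone without Nef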
Target sequence (P08631 whole entry, looked up): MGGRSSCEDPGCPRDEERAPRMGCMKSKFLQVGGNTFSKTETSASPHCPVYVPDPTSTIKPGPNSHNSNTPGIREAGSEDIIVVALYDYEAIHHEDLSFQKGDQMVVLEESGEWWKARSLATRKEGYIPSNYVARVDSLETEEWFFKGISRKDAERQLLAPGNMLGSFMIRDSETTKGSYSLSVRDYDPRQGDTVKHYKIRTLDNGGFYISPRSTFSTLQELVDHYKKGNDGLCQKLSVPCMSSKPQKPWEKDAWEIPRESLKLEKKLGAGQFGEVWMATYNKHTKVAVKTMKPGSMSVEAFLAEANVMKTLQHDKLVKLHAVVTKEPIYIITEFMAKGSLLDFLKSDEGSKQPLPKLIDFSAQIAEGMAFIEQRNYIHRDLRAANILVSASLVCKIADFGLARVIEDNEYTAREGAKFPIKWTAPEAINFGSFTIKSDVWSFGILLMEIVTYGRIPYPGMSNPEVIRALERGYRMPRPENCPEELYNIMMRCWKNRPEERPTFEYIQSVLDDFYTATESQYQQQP
Runt-CBFb FRET: blocks binding of human RUNX1 Runt domain to CBFb | 220,000 compounds, 0.46% hits | Q01196+Q13951 | Cerulean-Runt/Venus-CBFb FRET ratio 530/480, 1 h | inhibition, % at 20 µM | AID 1496;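 active = inhibition over about 50% at 20 µM in the single-dose screen, limit read from the data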;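 also: 0% = DMSO wells and 100% = excess unlabeled CBFb competitor control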
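test system = Cerulean-tagged RUNX1 Runt domain (FRET donor) fusion protein | reagent = Venus-CBFb binding partner, 100 nM | incubation = protein complex preformed 1 h, compound exposure 1 h, room temperature, dark | detection = FRET fluorescence | read-out basis = loss of energy transfer signal | controls = 5 µM unlabeled CBFb as full-inhibition high control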
An asterisk follows results filed as active; . = not tested or not shown; + = active, no number; [ ] = dose if it differs, or a comment.

SMILES | Wee1 stabilizer | FXIa inh | KLK5 inh | FXIIa inh 1536 | thrombin 1536 | 14-3-3 Bad inh | Runt-SMMHC FRET | Hck Nef HTS | Runt-CBFb FRET
Cc1cccc(NS(=O)(=O)c2cc(C(=O)N3CCOCC3)ccc2Cl)c1 | -2 | 8 | -8 | 9 | 2 | -14 | -2 | 14 | 2
COc1ccc(CNC(=O)/C=C/C(=O)O)cc1 | 7 | 3 | -2 | 10 | -4 | -19 | 0 | 21 | 3
COc1ccccc1S(=O)(=O)n1cc(Cc2ccccc2)c(N)n1 | -2 | 6 | -24 | 13 | 0 | 4 | 1 | 4 | -1
Cc1cc(NC(=O)CCSc2nc(-c3ccco3)cc(C(F)(F)F)n2)n(-c2ccccc2)n1 | 2 | 5 | -5 | 10 | -4 | 2 | -2 | 6 | -11
Cc1c(CCOC(=O)C23CC4(C)CC(C)(CC(C)(C4)C2)C3)sc[n+]1CC(=O)c1ccccc1 | -2 | -5 | -8 | 2 | 2 | -5 | -10 | 29 | -3
N#Cc1cc2c(=O)n3ccccc3nc2n(-c2ccccc2Cl)c1=O | 1 | -17 | -33 | -14 | -13 | -1 | 90* | + | 3
CN(/N=C/c1cccnc1)c1cnc2ccccc2n1 | -1 | 3 | -3 | 4 | . | -7 | 2 | 23 | -5
COCCn1c(C)cc(C(=O)COc2ccc(C)nc2[N+](=O)[O-])c1C | -3 | -2 | 1 | 6 | 0 | 3 | 13 | 22 | 11
Cn1c(N)c(C(=O)COC(=O)C2(c3ccccc3F)CCCC2)c(=O)n(C)c1=O | 4 | 8 | -11 | 15 | 1 | 1 | 2 | 4 | -3
CCCc1cc(=O)n2[nH]c(NCc3ccc(OC)cc3)nc2n1 | 1 | -2 | 1 | 8 | -3 | -9 | -4 | 16 | 2
O=C(/C(=C/O)N=Nc1ccccc1Cl)c1ccccc1 | -2 | -5 | -2 | 1 | -11 | -7 | 0 | 22 | 0
Cc1ccccc1C(=O)Nc1nnc(CC(=O)N/N=C/c2ccco2)s1 | 1 | 0 | 2 | 10 | 2 | 27 | -1 | 23 | -3
CCCCOc1ccc(-c2c(C#N)c(N)nc(SCC(N)=O)c2C#N)cc1 | -1 | -4 | -39 | -2 | 0 | 3 | -6 | 1 | -1
COc1ccc(C(=O)Nc2cccnc2Sc2ccc(Cl)cc2)cc1 | 0 | 12 | 1 | 6 | 2 | -2 | -1 | 6 | 0
O=C(Nc1ncc(Cc2cccc(Cl)c2Cl)s1)c1ccc([N+](=O)[O-])cc1 | -3 | 2 | -8 | 18 | 2 | -2 | -2 | -4 | 3
CCSc1nnc2nc3[nH]c4c(C)cccc4c3nn12 | 3 | -7 | -2 | 1 | -4 | -7 | -2 | -6 | .
O=C(NCCO)c1cc2c(s1)CCC2 | -1 | 3 | 2 | 19 | 3 | 1[fluorescence artefact?] | 0 | -1 | -2
CCN1CCN(c2ccc(NC(=O)c3ccc4c(c3)[nH]c(=O)n4Cc3ccc(F)cc3)cc2)CC1 | 0 | 0 | -25 | 6 | -7 | 8 | -49 | 2 | 3
CCCCCCN1C=CC=C/C1=C\C=C(C#N)C#N | 0 | 0 | -1 | 4 | -9 | 1 | -74 | -16 | -28
O=[N+]([O-])c1ccc(N/N=C/c2ccccc2)cc1 | 8 | 6 | -6 | 8 | 0 | -2 | -44 | -10 | -18
COc1cc(C(=O)Nc2ccc(Br)cc2C(=O)c2cc(OC)c(OC)c(OC)c2)cc(OC)c1OC | -1 | 2 | 1 | 4 | -6 | 10 | 1 | 11 | 4
Cc1cccc2cc(CN(Cc3ccccc3)C(=S)NCCCN(C)C)c(=O)[nH]c12 | 2 | 0 | 1 | 4 | -7 | -5 | 0 | 20 | -1
COc1ccc(C)cc1S(=O)(=O)N1CCCCCC1 | 3 | 4 | 3 | 15 | 5 | -2 | -2 | 9 | -1
O=C1NC(=S)S/C1=C\c1coc2ccc(O)cc2c1=O | 0 | 14 | 1 | 3 | 4 | 0 | -1 | 53* | 0
O=C(COC(=O)CC1CC2CCC1C2)Nc1c(F)cccc1F (stereo not given) | -3 | 1 | 5 | 5 | -8 | 0 | -1 | 19 | -3
O=S(=O)(Cc1ccc(Cl)cc1)C1CCCCC1O (stereo not given) | -3 | -1 | -1 | 2 | -2 | 4 | -5 | 1 | 2
COc1ccc(/C=N/NC(=O)CCc2ccccc2)cc1O | 1 | 17 | 0 | 21 | 6 | 1 | -1 | 2 | .
O=C(NC1CCCc2ccccc21)C12CC3CC(CC(O)(C3)C1)C2 (stereo not given) | 2 | -2 | -14 | 4 | 0 | -13 | -3 | 8 | 2
COc1ccc(/C(N)=N/OC(=O)CCc2ccccc2)cc1 | -3 | -9 | -5 | 2 | -15 | -12 | -4 | 19 | -1
CC1(C)CC(=O)C(C=NCC(N)=O)=C(O)C1 | 0 | 3 | -10 | 2 | -4 | 5 | -9 | 0 | -1
Cc1ccc(-c2ccc(=O)[nH]n2)cc1 | -2 | 0 | 7 | 8 | -5 | 4[fluorescence artefact?] | 3 | 2 | 2
Nc1ccc(O)c2c1C(=O)c1ccccc1C2=O | 0 | 12 | -28 | 0 | 3 | 55[fluorescence artefact?] | -5 | 12 | -3
CCN(CC)c1ccc(/C=N/NC(=O)c2ccoc2C)c(O)c1 | -4 | 0 | -5 | 5 | -13 | -10 | 32 | 24 | 19
Cc1ccc(S(=O)(=O)Nc2n[nH]nc2C(=O)NC2CCCCC2)cc1 | -3 | -5 | 5 | 10 | 1 | -5 | -1 | -2 | -1
Cc1cc(C)nc(N2CCCC(C(=O)NCc3cccs3)C2)n1 (stereo not given) | -1 | 2 | 2 | 15 | 4 | 9[fluorescence artefact?] | 3 | 1 | 0
Cc1ccc2c(c1)N(C(C)C(=O)NCCc1ccccc1)C(=O)CO2 (stereo not given) | 12* | -5 | -20 | 12 | 0 | -5[fluorescence artefact?] | 6 | 1 | 1
O=C(c1cccc(C(F)(F)F)c1)N1CCc2c([nH]c3ccccc23)C1C(F)(F)F (stereo not given) | 0 | 0 | -2 | 6 | 4 | -4 | 5 | -4 | -2
Cc1ccc(C)c(NC(=O)/C(C#N)=C/c2ccc(Sc3nncn3C)c([N+](=O)[O-])c2)c1 | -1 | -5 | -9 | 38 | -13 | -7[fluorescence artefact?] | -3 | 0 | -2
O=C(CN1c2cccc3cccc(c23)S1(=O)=O)NCc1ccc2c(c1)OCO2 | -1 | -2 | -14 | 6 | 1 | -8 | 2 | 0 | -1
O=C1CC(N2CCN(c3ccccc3)CC2)C(=O)N1c1ccc2c(c1)OCCO2 (stereo not given) | -2 | 0 | -28 | 7 | -4 | -3 | 4 | 6 | 0
O=C(Nc1ccc(Cl)cn1)c1ccc2ccccc2n1 | -3 | -12 | -6 | 14 | 4 | -3 | -3 | 0 | -1
CCc1cc(=O)oc2cc(OC(C)=O)cc(OC(C)=O)c12 | -1 | 4 | -485 | 8 | 3 | 7[fluorescence artefact?] | 28 | 3 | 16
O=C(COc1ccc(Cl)cc1)N1CCN(S(=O)(=O)c2ccccc2)CC1 | -1 | 9 | -5 | 25 | 4 | -8 | -2 | 1 | -1
COc1ccc(OC)c(S(=O)(=O)N2CCC(C(=O)N3CCOCC3)CC2)c1 | -4 | -1 | 1 | 8 | -7 | -4 | 0 | 19 | 0
COc1ccc(C(=O)C2CCCN(Cc3cccn3-c3ccccn3)C2)c(C)c1 (stereo not given) | 1 | -3 | -3 | 9 | -6 | -8 | -2 | 17 | 1
CC(CNC(=O)C(=O)NC(C)CCc1ccccc1)Cc1ccccc1 (stereo not given) | 3 | 14 | 5 | 9 | 3 | -1 | 1 | 0 | 1
CNc1cnn(-c2ccc(C)cc2)c(=O)c1Cl | 2 | 3 | -8 | 13 | -1 | 6 | 4 | -2 | 1
Cc1ccc(CN2CCN(Cc3ccc4cc(F)ccc4n3)CC2CCO)o1 (stereo not given) | 4 | 2 | -3 | 7 | 7 | -5 | 1 | 15 | 2
CCOC(=O)c1cnn(-c2cc(C)cc(C)c2)c1N | -3 | -6 | -3 | . | -7 | -5 | -2 | -32 | -1
O=C(c1ccccc1Cl)N1CCc2ccccc2C1 | -2 | 7 | 10 | 4 | -8 | -8 | -4 | 8 | -1
COc1ccc(-c2c(C)oc3c(CN4CCCCC4C)c(O)ccc3c2=O)cc1OC (stereo not given) | -1 | -1 | 9 | 4 | -12 | 12 | 4 | 2 | 1
CCOC(=O)c1oc2nc(C)c3c(c2c1N)CC(C)(C)OC3 | -2 | -9 | -9 | 1 | -3 | -7 | 0 | 3 | 0
CCCn1c(N)c(Sc2ccc([N+](=O)[O-])cc2)c(=O)n(CCC)c1=O | -2 | -2 | 6 | 2 | -6 | 1 | -1 | 25 | 0
O=C(NNC(=O)c1sccc1-n1cccc1)Nc1ccc(F)cc1 | -2 | 0 | 8 | 10 | -11 | -16 | -1 | 26 | 3
COc1ccc(N(CC(=O)Nc2cccc(C)c2C)S(=O)(=O)c2c(C)n[nH]c2C)cc1 | 1 | 15 | -17 | 36 | -4 | 10[fluorescence artefact?] | -4 | 3 | -4
CCc1nnc(NC(=O)CSc2nnc(C)n2-c2ccc(C)cc2)s1 | -1 | 4 | 6 | 21 | 4 | 1 | 2 | -19 | 0
CCN(CCCNC(=O)COc1cc(=O)n(CC)c2ccccc12)c1ccccc1 | 0 | 5 | -20 | 10 | 4 | 3 | 1 | -3 | -6
CC(C)(C)NC(=O)CN1CCC(O)(c2ccccc2)CC1 | -3 | 6 | 4 | 14 | -1 | 1 | -2 | 2 | -1
CC(=O)Nc1cccc(C(=O)N/N=C/c2cccnc2)c1 | 1 | -2 | 5 | 6 | -6 | -4 | -3 | 21 | 2
Cc1ccc(OCC(=O)N/N=C/C=C/c2ccco2)cc1C | 0 | 2 | -6 | 0 | -4 | -8 | -10 | 2 | 1

(listing goes on)
SMILES | Wee1 stabilizer | FXIa inh | KLK5 inh | FXIIa inh 1536 | thrombin 1536 | 14-3-3 Bad inh | Runt-SMMHC FRET | Hck Nef HTS | Runt-CBFb FRET
C=CCOc1ccc2c(c1)C(=NO)c1cc(OCC=C)ccc1-2 | 0 | 16 | 9 | 22 | 4 | -4 | -3 | 0 | 0
Cc1cccc(NC(=S)NC(NC(=O)OCc2ccccc2)C(Cl)(Cl)Cl)c1 (stereo not given) | 1 | 4 | 6 | 8 | 4 | 5 | 6 | 1 | 0
COc1ccc(C2(CNC(=O)Cc3ccc(OC)c(OC)c3)CCCC2)cc1 | 2 | 1 | . | 12 | -3 | -12 | 0 | 8 | -2
O=C(Nc1ccon1)C12CC3CC(C1)CC(n1cnc([N+](=O)[O-])n1)(C3)C2 | -3 | 0 | 1 | . | -3 | -1 | 0 | 8 | 3

Bioassay records: PubChem BioAssay, several laboratories
